Source: PubChem BioAssay (Southern Research Specialized Biocontainment Screening Center)
M. tuberculosis: growth inhibition of non-replicating M. tuberculosis (AID 488890). Mycobacterium tuberculosis non-replicating, growth inhibition; higher % means a stronger effect. inhibition, % at 25 µM; hits with a dose series show IC50 in µM. 320,000 compounds, 0.39% hits; in the data active = a potency from the dose series; inconclusive = inhibition mostly from about 82% at the one dose, without a potency; inactive = the rest, 99 in 100 with inhibition below about 76%;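 note: plate controls were DMSO cells for no effect and high antibiotic wells for full effect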
H37Rv inhibition: M. tuberculosis growth inhibition, HTS (AID 449762); 330,000 compounds, 0.59% hits; one-dose inhibition, % at 25 µM; IC50 in µM for titrated hits; M. tuberculosis H37Rv growth inhibition, 7H9 media; higher % means a stronger effect; in the data active = a potency from the dose series; inconclusive = inhibition above about 70% without an active follow-up result;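 note: bacterial growth assessed after seven days of incubation; strong numbers were not always called active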
PhoP GFP inhibition: PhoP regulon inhibitors, Salmonella typhi PhoP promoter GFP reporter, confirmatory (AID 1850) | Salmonella Typhi PhoP-promoter GFP reporter, fluorescence, 4 h; higher % means a stronger effect | one-dose inhibition, % at 50 µM; IC50 in µM for titrated hits | 310,000 compounds, 0.33% hits; in the data active = a potency from the dose series; inconclusive = inhibition mostly from about 25% at the one dose, without a potency; inactive = the rest, 99 in 100 with inhibition below about 19%;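 note: 0% = induced wells with vehicle and 100% = uninduced wells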
VEEV TC-83 Vero: inhibitors of VEEV TC-83 cytopathic effect, confirmation, Vero cells (AID 588727); one-dose inhibition, % at 20 µM; IC50 in µM for titrated hits; 350,000 compounds, 0.13% hits; Vero cells, VEEV TC-83 cytopathic effect inhibition; higher % means a stronger effect; in the data active = a potency from the dose series; inconclusive = inhibition mostly from about 14% at the one dose, without a potency; inactive = the rest, 99 in 100 with inhibition below about 12%; note: strong numbers were not always called active
influenza NS1A: H1N1 influenza NS1A inhibitors, functional cell based assay (AID 504329). NS1A functional cell-based assay, percent inhibition; higher % means a stronger effect. 340,000 compounds, 0.3% hits. inhibition, % at 12.5 µM; hits with a dose series show IC50 in µM; in the data active = a potency from the dose series; inconclusive = inhibition above about 27% without an active follow-up result; note: strong numbers were not always called active
VEEV TC-83 Vero 10K pilot screen: recorded beside VEEV TC-83 Vero, whose call it bears; inhibition, %; measured here: 10K pilot screen inhibition
* hit, by the source's call; i = inactive; ? = inconclusive; . = no result given.

SMILES	M. tuberculosis	H37Rv inhibition	PhoP GFP inhibition	VEEV TC-83 Vero	influenza NS1A	others
CCOC(=O)c1ccccc1OC(=O)Oc1ccccc1C(=O)OCC	.	.	.	2.9%	2%
COC(=O)c1sc(=S)n(Cc2ccccc2)c1C	12%	6%	-8%	3.8%	10%
CCOC(=O)C1(CCc2ccccc2)CCN(C(=O)CCc2cnn(C)c2)CC1	16%	-6%	7%	i	-2%
CN(CC(=O)Nc1ccc(Cl)c(Cl)c1)C(=O)c1cccc2cccnc12	24%	1%	.	8.1%	9%
CN(C(=O)c1cccc(NC(=O)Cc2ccc(NC(=O)C3CCN(C(=O)C4CCC4)CC3)cc2)c1)C1CCCCC1	.	.	.	0.3%	-7%
COc1ccc(C(=O)NC(=S)N2CCCCC2)cc1	6%	-10%	-3%	i	-14%
CCc1cc(OCCOCCN(C)C)ccc1Cl	-3%	-9%	4%	2.0%	-2%
Cc1oc(-c2ccccc2F)nc1CS(=O)CC(=O)NC1CCCCC1 (centres undefined)	-17%	-1%	-13%	0.1%	0%	VEEV TC-83 Vero 10K pilot screen=0.7
Cc1noc(C)c1COC(=O)c1cc(S(=O)(=O)N2CCOCC2)ccc1Cl	6%	1%	.	i	-1%
O=C(O)C1CCCC[C@H]1C(=O)Nc1ncc([N+](=O)[O-])s1 (some centres undefined)	-6%	20%	-9%	i	-2%
CCN(CC)c1ccc(/C=N/NS(=O)(=O)c2cccc([N+](=O)[O-])c2)cc1	21%	4%	2%	0.8%	16%
CCn1c(SCC(=O)OCc2ccccc2)nnc1-c1ccco1	28%	-7%	-12%	4.5%	23%
N#CC1C(=O)NC(=O)CC12CCCCC2 (centres undefined)	.	.	.	1.6%	-20%
C[C@]12C[C@@H](O)[C@H](O)CC1=CCC1C2CC[C@@]2(C)C1CC[C@@H]2O (some centres undefined)	-6%	1%	.	0.5%	0%
O=P(O)(O)/C=C(\Cl)c1ccccc1	-4%	2%	9%	i	4%
O=C(Cc1ccc([N+](=O)[O-])cc1)N1CCCc2ccccc21	22%	20%	-4%	0.3%	-13%
CCNC(=O)C1Cc2ccccc2CN1S(=O)(=O)c1ccc(F)cc1 (centres undefined)	14%	8%	0%	0.1%	-3%
CCNC(=O)N(C(=O)NCC)n1c(C)nnc1C	36%	-3%	-1%	0.8%	0%
CCC(C)(C)NC(=O)C(c1ccc(OC)cc1)N(C(=O)CCC(=O)Nc1cc(C)on1)c1cccc(F)c1 (centres undefined)	15%	6%	15%	i	1%
COc1ccc(S(=O)(=O)N2CCC3(CC2)CC(=O)c2ccccc2O3)cc1C	-3%	2%	2%	i	-4%
COC(=O)CCC(=O)N1CCOCCOCCN(C(=O)CCC(=O)OC)CCOCCOCC1	-11%	-9%	-5%	i	-13%
COc1ccc2c(c1)OC/C(=C/c1cccs1)C2=O	78%	9%	3%	2.8%	0%
Cc1cccc(OCC(=O)N2CCN(Cc3ccncc3)CC2)c1	5%	-8%	-9%	3.5%	-12%
N#Cc1cc2cc3c(cc2nc1N1CCCCC1)OCCO3	9%	5%	-3%	i	3%
CC(=O)N1CCC(N2CCCC(C(=O)c3cccc(Cl)c3)C2)CC1 (centres undefined)	0%	5%	6%	i	-5%

Copied from the results shown for reference:
SMILES	M. tuberculosis	H37Rv inhibition	PhoP GFP inhibition	VEEV TC-83 Vero	influenza NS1A	others
COc1ccc(S(=O)(=O)N2CCC3(CC2)CC(=O)c2ccccc2O3)cc1C	-3%	2%	2%	i	-4%
COC(=O)CCC(=O)N1CCOCCOCCN(C(=O)CCC(=O)OC)CCOCCOCC1	-11%	-9%	-5%	i	-13%
COc1ccc2c(c1)OC/C(=C/c1cccs1)C2=O	78%	9%	3%	2.8%	0%
Cc1cccc(OCC(=O)N2CCN(Cc3ccncc3)CC2)c1	5%	-8%	-9%	3.5%	-12%
N#Cc1cc2cc3c(cc2nc1N1CCCCC1)OCCO3	9%	5%	-3%	i	3%
CC(=O)N1CCC(N2CCCC(C(=O)c3cccc(Cl)c3)C2)CC1 (centres undefined)	0%	5%	6%	i	-5%

The list continues:
SMILES	M. tuberculosis	H37Rv inhibition	PhoP GFP inhibition	VEEV TC-83 Vero	influenza NS1A	others
CSc1nc(-c2ccc(Cl)cc2)nn1C(=O)c1ccco1	68%	16%	0%	5.4%	6%
COC(=O)c1ccccc1Oc1ccc(NC(=O)C(C)(C)CCl)cc1	8%	-6%	-20%	6.2%	10%
O=C(COC(=O)Cc1n[nH]c(=O)c2ccccc12)Nc1cccc(C(F)(F)F)c1	8%	-1%	3%	1.0%	-2%
Oc1ccc(/C=N/Nc2ncc(Cl)cc2Cl)cc1	-1%	-5%	6%	0.3%	-4%
COc1ccc(-c2oc3ccc(-c4ccc(OC)nc4)cc3c2-c2ccc(OC)cc2)cc1	-2%	4%	0%	0.7%	-3%
Brc1ccc(-c2csc(N/N=C/c3cccnc3)n2)cc1	11%	?	2%	6.6%	-3%
CC[C@@H]1C=C(C(=O)O)[C@H](c2ccc(Cl)c(Cl)c2)N1S(=O)(=O)c1ccc(C)cc1	36%	-3%	.	1.1%	-21%
Cc1nc(SCC(=O)Nc2cc(C)on2)c2c(=O)n(C)c(=O)n(C)c2n1	-3%	-8%	6%	1.3%	-8%
CCCCC(=O)Nc1ccc(NC(=O)c2ccco2)cn1	-9%	-2%	-3%	0.9%	-4%
CCOC(=O)c1cnn(-c2cccc(Cl)c2)c1N	11%	-15%	-12%	0.9%	-2%
CCCc1c(O)nc(SCCN(CCC)CCC)[nH]c1=O	2%	7%	0%	1.8%	2%
CCOC(=O)[C@H]1[C@H]2COc3cc(OC)ccc3[C@@H]2N2C(=O)N(c3cccc(F)c3)C(=O)[C@@]12C	-28%	1%	.	0.5%	-6%
COc1cccc(NC(=O)COC(=O)Cc2ccc(Cl)cc2)c1	?	24%	2%	2.2%	9%
CCC(Sc1nc2cc3c(cc2c(=O)n1Cc1ccco1)OCO3)C(=O)Nc1ccccc1OC (centres undefined)	3%	-2%	1%	i	-2%
Cc1cc(C)c(NC(=O)Cn2cnc3c(oc4ccccc43)c2=O)c(C)c1	-5%	0%	1%	1.3%	7%
Cc1nc2ccccn2c1C(=O)N/N=C/c1ccc2c(c1)OCO2	-5%	4%	-2%	1.1%	-7%
O=C(N/N=C/c1c[nH]c2ccccc12)C1COc2ccccc2O1 (centres undefined)	.	4%	-7%	1.3%	-4%
CCN(CC)C(=O)c1ccc(NC(=O)CN2CCc3cc(OC)c(OC)cc3C2)cc1	-5%	-2%	2%	0.5%	19%
CCCCOCCCNC(=O)c1ccc2c(c1)OCO2	51%	-3%	-4%	2.0%	-1%
COc1cccc(CN2CCNC(=O)C2CC(=O)N(C)C2CCCCC2)c1OC (centres undefined)	-7%	-7%	0%	2.7%	0%
CCOCCc1nnc(NC(=O)C2CCN(C(=O)c3ccco3)CC2)s1	0%	-11%	2%	0.4%	5%
COc1cccc(C(=O)Cn2c(N3CCOCC3)nc3c2c(=O)n(C)c(=O)n3C)c1	-7%	-5%	-3%	0.3%	29%
CCn1c(-c2ccco2)nc2ccccc21	9µM*	0%	-1%	0.8%	2%
CCOC(=O)c1[nH]c2ccc(OC)cc2c1NC(=S)N1CCN(c2ccc(F)cc2)CC1	-2%	7%	-2%	0.9%	-6%
COc1ccc(Oc2c(OC)cc([N+](=O)[O-])c3ncccc23)cc1	.	.	.	0.6%	-18%
SMILES	M. tuberculosis	H37Rv inhibition	PhoP GFP inhibition	VEEV TC-83 Vero	influenza NS1A	others
CCc1cc2c(COC(=O)CCNS(=O)(=O)c3cccc(C(F)(F)F)c3)cc(=O)oc2cc1O	.	7%	.	8.7%	1%
Cc1nc2ccccn2c1C(=O)NCc1cccnc1	-3%	-4%	-15%	0.5%	1%
O=C(c1ccccc1)c1ccc2cc(O)ccc2c1	27%	6%	-8%	1.7%	-2%
COc1ccc(NC(=O)Nc2cnccn2)cc1	2%	-2%	14%	1.0%	6%
CN(C)S(=O)(=O)c1ccc(C(=O)NCC2(N3CCCCC3)CCCCC2)cc1	0%	-6%	5%	1.0%	0%
CC(=O)Nc1ccc(NS(=O)(=O)c2cccc3ccccc23)cc1	1%	2%	-2%	0.4%	-14%
Cc1cccc(Cc2cnc(NC(=O)C3=NCCN3)s2)c1	4.8µM*	?	0%	1.8%	-5%
CCNS(=O)(=O)c1ccc(OC)c(C(=O)NC2CCCCC2)c1	-4%	-3%	-1%	1.8%	-10%
COc1cccc(CN2CCN(C3CSCCSC3)CC2CCO)c1 (centres undefined)	14%	-12%	-5%	4.5%	-9%
COc1ccc(C(c2nnnn2CS(=O)(=O)c2ccc(C)cc2)N2CCN(c3ncccn3)CC2)cc1 (centres undefined)	32%	5%	10%	5.1%	8%
Cc1nnc(OCc2nc3ccccc3n2C)c2ccccc12	-2%	2%	21%	6.9%	-28%
Cc1ccccc1-c1nc(-c2ccc(NC(=O)c3ccc(Br)o3)cc2)no1	26%	1%	-12%	4.1%	15%
O=C(c1ccc(F)cc1)N1CCN(C(=O)c2ccc([N+](=O)[O-])cc2)CC1	-11%	0%	4%	i	2%	VEEV TC-83 Vero 10K pilot screen=0.1
NNC(=O)CSc1nnnn1-c1ccccc1	5%	1%	3%	1.2%	8%
CN(C(=O)c1ccc(Cl)c([N+](=O)[O-])c1)C1(C)CCS(=O)(=O)C1 (centres undefined)	-11%	0%	-2%	1.9%	-8%
O=S1(=O)CCC(n2ncc3c2/C(=C/c2ccccc2)CC3)C1 (centres undefined)	-1%	4%	-3%	0.9%	-15%
FC(F)(F)c1cccc(-c2nc(-c3ccncc3)no2)c1	-3%	-4%	10%	2.2%	-28%
CC[n+]1c(/C=C/Nc2ccccc2)sc2ccccc21	26%	-8%	11%	0.1%	12%
COc1ccc(OC)c(C(O)c2nc3ccccc3n2C)c1 (centres undefined)	12%	1%	8%	i	0%
COC(=O)C=C1CCC2C3CCC4=CC(=O)CCC4(C)C3C(=O)CC12C (centres undefined)	.	.	.	2.3%	3%
CN(C)/C=C1\N=C(c2ccc(Cl)cc2Cl)OC1=O	.	.	0%	i	1%
O=C(CCC(=O)OCC(=O)c1ccc(Br)cc1)Nc1ccc(Br)c2cccnc12	10%	8%	-6%	0.7%	-2%
O=C1CC(NS(=O)(=O)c2cccnc2)CN1c1ccc(F)cc1 (centres undefined)	-11%	-9%	7%	1.3%	-1%
COc1ccc(S(=O)(=O)N2CCCC(C(=O)NCC3CCCO3)C2)cc1C (centres undefined)	3%	2%	13%	2.5%	5%
Cc1ccc(CNC(=O)CCCn2c(=O)c3ccccc3n(CC(=O)NC3CCCC3)c2=O)cc1	-9%	-7%	8%	0.2%	-4%
O=C(COc1ccccc1Cl)NCCCNC(=O)c1ccco1	-10%	0%	3%	i	7%
CCOC(=O)CC(=O)CSc1nc2c(C)c(C)ccc2cc1C	?	-7%	2%	1.6%	2%
CNC(=O)c1ccccc1Sc1cccc2cccc(C(=O)O)c12	4%	9%	-4%	0.7%	-2%
COc1ccccc1N=C1SC(C(=O)Nc2cccc(Cl)c2Cl)C(N)=C1C(N)=O (centres undefined)	20%	4%	-15%	1.0%	-9%

Pulled by structure from the list above, three records:
SMILES	M. tuberculosis	H37Rv inhibition	PhoP GFP inhibition	VEEV TC-83 Vero	influenza NS1A	others
FC(F)(F)c1cccc(-c2nc(-c3ccncc3)no2)c1	-3%	-4%	10%	2.2%	-28%
COc1ccccc1N=C1SC(C(=O)Nc2cccc(Cl)c2Cl)C(N)=C1C(N)=O (centres undefined)	20%	4%	-15%	1.0%	-9%
O=C(c1ccccc1)c1ccc2cc(O)ccc2c1	27%	6%	-8%	1.7%	-2%
